HCMV antiviral – qHTS Assay for inhibitors of the human cytomegalovirus (HCMV). hit rate 4.5% among 410,000. activity change, negative = inhibition, % at 57.5 µM. HFF cells, HCMV-luciferase reporter, 72 h; active compounds read low. AID 1259415, 2018; in the data active = activity change below about -60%; inconclusive = no clear call, values can overlap the other calls; inactive = above about -39%
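Two compound doses tested in HFFs infected with HCMV-luciferase, MOI 1 PFU/cell, 72 h at 37C. Lysate luminescence read with OneGlo; data normalized against buffer-only and 10uM Salinomycin inhibitor controls.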
AmpC no deterg – qHTS Inhibitors of AmpC Beta-Lactamase (assay without detergent); P00811; Potency, µM (titrated, usually from 57.1 µM), without a hit: top-dose activity change, negative = inhibition, usual class: inhibitors; AID 485341, 2010; hit rate 0.52% among 330,000; AmpC nitrocefin hydrolysis, absorbance 480 nm, 0.0001% Triton;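 also: potency is read from the fitted curve at half-maximal effect; plate controls were no compound for no effect and no enzyme for full effect; nearly all actives have a fitted effect of over 20% in size; some results filed as inactive show a strong effect at the top dose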
Target sequence (P00811 whole entry, looked up): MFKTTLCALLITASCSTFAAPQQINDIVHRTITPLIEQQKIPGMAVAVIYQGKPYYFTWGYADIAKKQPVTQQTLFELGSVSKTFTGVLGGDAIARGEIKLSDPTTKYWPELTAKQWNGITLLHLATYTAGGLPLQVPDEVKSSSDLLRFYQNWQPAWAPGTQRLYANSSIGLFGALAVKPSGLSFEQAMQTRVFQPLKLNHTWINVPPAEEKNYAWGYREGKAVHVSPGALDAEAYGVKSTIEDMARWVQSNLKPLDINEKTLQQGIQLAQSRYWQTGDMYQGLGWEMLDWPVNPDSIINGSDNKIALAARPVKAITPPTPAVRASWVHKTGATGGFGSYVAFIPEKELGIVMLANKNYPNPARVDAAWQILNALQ
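AmpC (5.3 nM in the dispensed reagent) in 20 mM phosphate pH 7.0 with 0.01% (detergent screen) or 0.0001% Triton X-100 was preincubated with compounds for 15 min at room temperature. Nitrocefin was then added from an 800 uM solution, and hydrolysis was followed at 480 nm.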
Sm TGR block – qHTS Assay for the Inhibitors of Schistosoma Mansoni Peroxiredoxins; Schistosoma mansoni thioredoxin glutathione reductase (TGR), Q962Y6; purified TGR, DTNB reduction, TNB absorbance 405 nm; Potency, µM (titrated, usually from 114 µM), for the others: top-dose activity change, negative = inhibition, most hits filed as inhibitors; hit rate 3% among 360,000; AID 485364, 2010; also: potency is read from the fitted curve at half-maximal effect; nearly all actives have a fitted effect of over 60% in size
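TGR 20 nM + NADPH 100 uM (dispensed conc.), cpd preinc 15 min RT; start with NADPH (500 uM addition) then DTNB (15 mM addition). Kinetic TNB absorbance, 405 nm filter. Four-parameter Hill fit across titration.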
HCV inh – qHTS Assay for Inhibitors of Hepatitis C Virus (HCV); Huh7.5.1 HCVcc-Cre infection, luciferase reporter, 44 h; Potency, µM (series often up to 41.8 µM), for inactives: at the highest dose activity change, negative = inhibition, hits mostly inhibitors; hit rate 3.4% among 340,000; also: potency is read from the fitted curve at half-maximal effect
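Cells (1,000/well) were plated 4 h before compound, then infected with HCVcc-Cre virus (~0.5 moi). After 44 h further culture, infection was read as luciferase luminescence following a 15 min substrate incubation at room temperature.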
AmpC detergent – qHTS Inhibitors of AmpC Beta-Lactamase (assay with detergent) | P00811 | AmpC hydrolysis of nitrocefin, absorbance 480 nm, 0.01% Triton | Potency, µM (titrated, usually from 114 µM), for the others: top-dose activity change, negative = inhibition, most hits filed as inhibitors | hit rate 0.041% among 370,000 | AID 485294, 2010;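 also: potency is read from the fitted curve at half-maximal effect; 0% = no-compound wells and -100% = no-enzyme wells; nearly all actives have a fitted effect of over 25% in size; some results filed as inactive show a strong effect at the top dose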
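20 mM phosphate pH 7.0 + 0.01% (detergent screen) or 0.0001% Triton X-100; 5.3 nM AmpC reagent; cpd preinc 15 min RT; nitrocefin (800 uM stock) to start; A480 q20 s × 4 min; Activity was normalised to no-enzyme and no-compound control wells.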
Giardia FBPA inh – qHTS Assay for Inhibitors of Fructose-1,6-bisphosphate Aldolase from Giardia Lamblia; A8B2U2; purified Giardia FBPA; Potency, µM (series often up to 59.6 µM), for the others: top-dose activity, negative = inhibition, hits mostly inhibitors; hit rate 0.71% among 290,000; AID 2451, 2010; also: potency is read from the fitted curve at half-maximal effect; nearly all actives have a fitted effect of over 55% in size
Target sequence (A8B2U2 whole entry, looked up): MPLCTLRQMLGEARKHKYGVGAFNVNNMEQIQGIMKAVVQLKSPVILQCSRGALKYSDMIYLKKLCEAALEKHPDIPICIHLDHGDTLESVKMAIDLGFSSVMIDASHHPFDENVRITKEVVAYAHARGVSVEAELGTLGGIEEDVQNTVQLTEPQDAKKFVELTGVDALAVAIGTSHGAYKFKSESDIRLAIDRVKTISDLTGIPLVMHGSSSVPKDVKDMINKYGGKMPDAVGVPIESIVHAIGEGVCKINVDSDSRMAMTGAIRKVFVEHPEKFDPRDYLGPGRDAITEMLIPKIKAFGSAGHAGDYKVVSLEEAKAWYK
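Giardia FBPA (40 nM reagent) was preincubated 10 min at RT with compound (up to 57.5 uM final), then substrate plus GAPDH/TPI/NAD/arsenate coupling system with diaphorase/resazurin was added; resorufin fluorescence (525/598 nm) was read after 20 min.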
Numbers without * were called inactive; ? = inconclusive; / = no result given; & = joins results of further samples; ! = repeats disagree; [ ] = remark or other dose. Unless noted, calls follow the shape of the dose curve; as a rule, active = well fitted curve in the direction sought with a large enough effect; inconclusive = small, poorly fitted or top-dose-only effect, or another doubt; inactive = no such curve, though single readings can be large; an effect the other way counts as inactive or inconclusive. Unless noted, % is scaled to controls: 0 for no effect and ±100 for the full control effect.

The opening 5 records, to show the layout:
1: NC(=O)C1CCN(C(=O)c2cc(S(=O)(=O)N3CCOCC3)ccc2Cl)CC1
2: COc1ccc(CCNC(=O)C2CCC(=O)N(C3CCCCCC3)C2)cc1 (stereo not drawn)
3: Cc1sc2nc(CN3CCOCC3)nc(NS(=O)(=O)c3ccccc3)c2c1C
4: CCn1ncc(C2=NOC(C(=O)Nc3cccnc3)C2)c1C (stereo not drawn)
5: COc1ccccc1-c1nnc(NC(=O)CSc2nncn2C)s1

assay / compound	1	2	3	4	5
HCMV antiviral	45	-15	-13	10	-37
AmpC no deterg	-17%	55%	5%	-8%	-12%
Sm TGR block	8%	0%	-13%	-11%	9%
HCV inh	23%	7%	2%	/	-11%
AmpC detergent	-1%	-1%	-13%	-7%	-5%
Giardia FBPA inh	-1%	/	-2%	-1%	-2%

Results, from the first entry:
1: NC(=O)C1CCN(C(=O)c2cc(S(=O)(=O)N3CCOCC3)ccc2Cl)CC1
2: COc1ccc(CCNC(=O)C2CCC(=O)N(C3CCCCCC3)C2)cc1 (stereo not drawn)
3: Cc1sc2nc(CN3CCOCC3)nc(NS(=O)(=O)c3ccccc3)c2c1C
4: CCn1ncc(C2=NOC(C(=O)Nc3cccnc3)C2)c1C (stereo not drawn)
5: COc1ccccc1-c1nnc(NC(=O)CSc2nncn2C)s1
6: CCC(=O)N/C(=N/c1nc(C)cc(C)n1)Nc1ccccc1

assay / compound	1	2	3	4	5	6
HCMV antiviral	45	-15	-13	10	-37	?
AmpC no deterg	-17%	55%	5%	-8%	-12%	-5%
Sm TGR block	8%	0%	-13%	-11%	9%	12%
HCV inh	23%	7%	2%	/	-11%	-20%
AmpC detergent	-1%	-1%	-13%	-7%	-5%	-4%
Giardia FBPA inh	-1%	/	-2%	-1%	-2%	9%

7: Cc1ccc2ncc(C(=O)N3CCN(c4ccccc4F)CC3)c(=O)n2c1
8: Cc1ccc(CS(=O)(=O)CCC(=O)NCCCOC(C)C)cc1
9: COc1ccc(-c2cn(CCc3c[nH]c4ccccc34)nn2)cc1
10: Cc1c(C(=O)NC(=S)Nc2ccc(NC(=O)c3cccs3)cc2)oc2ccccc12
11: COc1ccc(C(c2oc(CO)cc(=O)c2O)c2oc(CO)cc(=O)c2O)cc1OC
12: O=C(COC(=O)c1cccnc1)Nc1cccc2ccccc12

assay / compound	7	8	9	10	11	12
HCMV antiviral	13	12	?	-35	-13	11
AmpC no deterg	/	-9%	-35%	18µM*	1%	-21%
Sm TGR block	5%	3%	-6%	0.63µM*	?	8%
HCV inh	/	14%	?	-13%	4%	3%
AmpC detergent	20%	0%	-2%	?	-6%	-6%
Giardia FBPA inh	/	-4%	-1%	-16%	?	7%

13: CN1C(=O)C(Cc2cccc3ccccc23)C(=O)N(C)C1=O
14: CC(CCc1ccccc1)NC(=O)CNC(=O)N1CC(=O)Nc2ccccc21 (stereo not drawn)
15: CCCCN1C(=S)NC[C@@H]1Cc1ccccc1
16: CCC1(C)Cc2c(sc3[nH]c(=S)n(Cc4ccccc4)c(=O)c23)CO1 (stereo not drawn)
17: O=C(c1ccccc1)C1CN(Cc2ccccc2)CCC1(O)c1ccccc1 (stereo not drawn)
18: CCOC(=O)C1CCCN(C(=O)c2cccs2)C1 (stereo not drawn)

assay / compound	13	14	15	16	17	18
HCMV antiviral	/	-26	-9	-69*	-17	28
AmpC no deterg	-25%	27%	-24%	-53%	-17%	-6%
Sm TGR block	14µM*	-5%	5%	-11%	?	-19%
HCV inh	9%	14%	6%	?	-4%	10%
AmpC detergent	-11%	-1%	5%	-7%	1%	0%
Giardia FBPA inh	?	-5%	4%	?	1%	-2%

19: OCC1(CCOc2ccccc2)CCN(Cc2ccccc2C(F)(F)F)CC1
20: O=C1C(c2ccc(F)cc2)N(CCc2ccc(Cl)cc2)C(=O)CN1C1CCCCC1 (stereo not drawn)
21: CC1CCCC(NC(=O)COC(=O)c2ccccc2NC(=O)c2ccco2)C1C (stereo not drawn)
22: COc1ccc(NS(=O)(=O)c2cn(C)nc2C)cc1
23: COc1ccc(C2C(C(C)=O)=C(O)C(=O)N2C)c(OC)c1 (stereo not drawn)
24: O=C(OCc1cc(=O)n2c3c(sc2n1)CCCC3)c1cccc(NC(=O)c2ccccc2F)c1

assay / compound	19	20	21	22	23	24
HCMV antiviral	-31	?	-28	7	6	6
AmpC no deterg	109%[activator]	/	-15%	25%	0%	/
Sm TGR block	0%	8%	2%	-9%	4%	1%
HCV inh	6%	/	-10%	18%	20%	/
AmpC detergent	2%	4%	?	0%	?	-10%
Giardia FBPA inh	3%	/	1%	-4%	-19%	/

25: Cc1ccc(-n2ncc(C#N)c2/N=C/N(C)C)cc1
26: O=C(Cn1ccc2ccccc2c1=O)NCC(=O)N1CCN(c2ccc(F)cc2)CC1
27: CC(OC(=O)/C=C/c1ccccc1)C(=O)Nc1ccc2c(c1)OCCO2 (stereo not drawn)
28: Cc1ccc(S(=O)(=O)N(C)C)cc1-n1c(SCC(=O)Nc2ccc(F)c(F)c2F)nc2ccccc2c1=O
29: Cc1cccc(OCc2nnc(NC(=O)Cc3cccs3)s2)c1
30: COC(=O)c1cc(Br)c(=O)n(-c2nccs2)c1

assay / compound	25	26	27	28	29	30
HCMV antiviral	-9	-24	-19	?	-4	-4
AmpC no deterg	/	-3%	-16%	-24%	-22%	-24%
Sm TGR block	5%	-14%	-10%	3%	-3%	3%
HCV inh	-34%	-6%	3%	?	-25%	11%
AmpC detergent	0%	-1%	-10%	-6%	-13%	-8%
Giardia FBPA inh	5%	0%	/	-9%	1%	6%

31: CCCCOc1c(Br)cc(/C=N/O)cc1OCC
32: CC(C)C1CC(c2ccccc2)(C(CN)CO)CCO1 (stereo not drawn)
33: Cc1ccc(C)c(NC(=O)CSc2nnc(-c3ccncc3)o2)c1
34: O=C(Cn1nc(-c2ccc(Cl)cc2)c2ccccc2c1=O)NCC1CCCO1 (stereo not drawn)
35: CC(=O)c1c(C)[nH]c(C(=O)NCc2ccco2)c1C
36: CCN(CC(=O)NCc1ccc(Cl)cc1)C(=O)/C=C/c1cccs1

assay / compound	31	32	33	34	35	36
HCMV antiviral	-10	0	1	-18	21	-8
AmpC no deterg	-16%	-14%	-4%	4%	-18%	12%
Sm TGR block	0%	16%	-5%	-1%	0%	8%
HCV inh	?	6%	-3%	7%	-2%	-1%
AmpC detergent	-3%	4%	3%	-4%	1%	?
Giardia FBPA inh	-4%	?	2%	6%	0%	5%

37: COc1ccc(-c2cc(C(=O)OCC(=O)c3c(N)n(C)c(=O)n(C)c3=O)c3ccccc3n2)cc1
38: CCOc1ccc(OCC)c(NC(=O)CN2CCN(c3cccc(C)c3)CC2)c1
39: O=C(COc1ccccc1F)NNC(=O)c1ccc(F)c(S(=O)(=O)N2CCOCC2)c1
40: C/C(=N\NC(=O)C(O)(c1ccccc1)c1ccccc1)c1ccc(NC(=O)CCCC(=O)O)cc1
41: Cc1cc(NC(=O)C2CC2)ncc1NC(=O)c1ccccn1
42: O=c1[nH]c2ccccc2n1C1CCN(CCCC(c2ccc(F)cc2)c2ccc(F)cc2)CC1

assay / compound	37	38	39	40	41	42
HCMV antiviral	35	-3	-29	-7	93	?
AmpC no deterg	-21%[11.4 µM]	21%	-14%	-10%	-25%	32%
Sm TGR block	0%	3%	/	5%	/	13%
HCV inh	?	?	28%	10%	-6%	2µM*!
AmpC detergent	?	-8%	/	5%	-11%	?
Giardia FBPA inh	-4%	-25%	/	-3%	-12%	-2%

From compound 1 as far as 2, copied from above:
1: NC(=O)C1CCN(C(=O)c2cc(S(=O)(=O)N3CCOCC3)ccc2Cl)CC1
2: COc1ccc(CCNC(=O)C2CCC(=O)N(C3CCCCCC3)C2)cc1 (stereo not drawn)

assay / compound	1	2
HCMV antiviral	45	-15
AmpC no deterg	-17%	55%
Sm TGR block	8%	0%
HCV inh	23%	7%
AmpC detergent	-1%	-1%
Giardia FBPA inh	-1%	/

Other entries
43: COC(=O)c1cc(S(=O)(=O)Nc2cccc(C)c2C)cn1C
44: Cc1ccc(NS(=O)(=O)c2cccc(C(=O)O)c2)cc1S(=O)(=O)N1CCCCC1
45: CCOC(=O)c1ccc(-c2c(-c3ccc(OC)cc3)oc(=O)c3cc(OC)c(OC)cc23)cc1F
46: O=C(CSc1nnc(COc2ccccc2Cl)o1)Nc1ccccc1
47: COC(=O)Nc1sc2c(c1C(=O)NC1CC1)CCCCCC2
48: COc1cc(NC(=O)CNS(=O)(=O)c2cccs2)cc(OC)c1OC

assay / compound	43	44	45	46	47	48
HCMV antiviral	-28	-11	6	-12	-25	3
AmpC no deterg	-17%	-4%	-16%	-16%	-1%	/
Sm TGR block	9%	5%	-15%	-16%	4%	-1%
HCV inh	?	2%	2%	2%	-25%	/
AmpC detergent	?	-13%	2%	0%	1%	2%
Giardia FBPA inh	-10%	26%	/	/	0%	/

49: CNC(=S)NNC(=O)COc1ccc(C)c(C)c1
50: Cc1ccc2[nH]c(CSc3nnc(NC(=O)COc4ccccc4Cl)s3)cc(=O)c2c1
51: Cc1ccc(CN2C(=O)CCC2C(=O)NCc2ccco2)cc1 (stereo not drawn)
52: O=C(N/N=C/c1ccccn1)c1cc(-c2ccccc2Cl)n[nH]1
53: Cc1nn(Cc2ccc(F)cc2)c(C)c1NC(=O)c1cnn2c1NC(c1cccs1)CC2C(F)(F)F (stereo not drawn)
54: N/C(=N\OC(=O)c1ccc2c(c1)OCO2)c1ccc([N+](=O)[O-])cc1

assay / compound	49	50	51	52	53	54
HCMV antiviral	-15	-24	-18	-37	-1	19
AmpC no deterg	-13%	/	2%	-45%	113%[activator]	-2%
Sm TGR block	-2%	0%	0%	3%	-33%	/
HCV inh	12%	/	6%	0%	?	-1%
AmpC detergent	?	18%	-5%	4%	-10%	0%
Giardia FBPA inh	-2%	/	-3%	16µM*	-5%	-3%

55: COc1ccc(NC(=O)CN2CCC(C(N)=O)(N3CCCCC3)CC2)cc1
56: Fc1ccc(NCc2nnc(SCc3ccccc3)o2)cc1
57: COCCCN1C(=O)N(c2ccccc2)C(=O)C1CC(=O)Nc1ccc(F)cc1 (stereo not drawn)
58: CCOC(=O)C1=C(C)Nc2sc(C(=O)c3ccc(Br)cc3)c(N)c2C1c1ccc(C(=O)OC)cc1 (stereo not drawn)

assay / compound	55	56	57	58
HCMV antiviral	15	-12	43&6	/
AmpC no deterg	-10%	-18%	4%	-31%
Sm TGR block	-1%	-2%	5%&-1%	1%
HCV inh	12%	2%	7%	8.9µM*
AmpC detergent	3%	2%	-2%&4%	6%
Giardia FBPA inh	4%	-5%	3%	-4%

Assay outcomes as filed in PubChem BioAssay.
